Screening data deposited in PubChem BioAssay by NCI.
Growth percent in the NCI-60 one-dose screen (48 h, 10 µM unless noted): 100 = growth as untreated, 0 = no growth, -100 = all killed.
SK-MEL-28 = SK-MEL-28 melanoma; actives 4.1% (n = 81,000); AID 1794761
A549/ATCC = A549/ATCC NSCLC; AID 1794740; actives 3.7% (n = 81,000)
UACC-257 = UACC-257 melanoma; AID 1794764; actives 4.4% (n = 78,000)
UACC-62 = UACC-62 melanoma. AID 1794756. actives 5.4% (n = 81,000)
M14 = M14 melanoma; actives 6.2% (n = 80,000); AID 1794745
SK-MEL-2 = SK-MEL-2 melanoma. actives 4.7% (n = 77,000). AID 1794763
SK-MEL-5 = SK-MEL-5 melanoma; actives 6.4% (n = 80,000); AID 1794755
MDA-MB-435 = MDA-MB-435 melanoma | AID 1794794 | actives 7.8% (n = 82,000)
* marks the source's active call; other numbers are inactive results; · = no result given; & = joins results of further samples. How the source made its calls: active means growth percent below 10; inactive means the rest. This is a random part of the collection, and some 11% of all compounds hit somewhere here.

Start of the data: the first 5 entries, ahead of the listing:
Under each structure – SK-MEL-28, A549/ATCC, UACC-257, UACC-62, M14, SK-MEL-2, SK-MEL-5, MDA-MB-435
CCCSc1nc(Oc2ccc(/C=C3/SC(=O)NC3=O)cc2)c(C#N)c(-c2ccc(F)cc2)n1
    109, 87, 97, 81, 108, 112, 86, 101
COC(=O)[C@@H](Cc1c[nH]c2ccccc12)NC(=O)CCCCOc1cc(O)c2c(=O)cc(-c3ccccc3)oc2c1
    101, 87, 97, 66, 97, 91, -98*, 92
CCCCCCCCCCCCCCCCCC1=NCCN1CCO
    89, 64, 84, 92, 84, 89, 106, 101
COc1ccc(NC(=O)C2=C(C)Nc3ncnn3C2c2ccc(OC)cc2)cc1 (stereo not given)
    106, 101, 100, 99, 114, 103, 104, 97
O=S(=O)(NCCNc1nccc(-c2c(-c3ccc(F)cc3)nc3sccn23)n1)c1ccc2ccccc2c1
    93, 44, 71, 72, 83, ·, 69, 56

This part in full (from the top)
Under each structure – SK-MEL-28, A549/ATCC, UACC-257, UACC-62, M14, SK-MEL-2, SK-MEL-5, MDA-MB-435
CCCSc1nc(Oc2ccc(/C=C3/SC(=O)NC3=O)cc2)c(C#N)c(-c2ccc(F)cc2)n1
    109, 87, 97, 81, 108, 112, 86, 101
COC(=O)[C@@H](Cc1c[nH]c2ccccc12)NC(=O)CCCCOc1cc(O)c2c(=O)cc(-c3ccccc3)oc2c1
    101, 87, 97, 66, 97, 91, -98*, 92
CCCCCCCCCCCCCCCCCC1=NCCN1CCO
    89, 64, 84, 92, 84, 89, 106, 101
COc1ccc(NC(=O)C2=C(C)Nc3ncnn3C2c2ccc(OC)cc2)cc1 (stereo not given)
    106, 101, 100, 99, 114, 103, 104, 97
O=S(=O)(NCCNc1nccc(-c2c(-c3ccc(F)cc3)nc3sccn23)n1)c1ccc2ccccc2c1
    93, 44, 71, 72, 83, ·, 69, 56
Cc1cccc(N(C)C(=S)Oc2ccc3ccccc3c2)c1
    125&111, 94&107, 110&122, 79, 97&100, 98&86, 99&95, 110&123
Nc1ccc(C2=NNC(=O)Cc3cc4c(cc32)OCCO4)cc1
    106, 99, 108, 104, 97, 114, 99, 91
COCCOC(=O)NC(=O)Nc1ccc(/C(=N/O)c2ccc(Cl)cc2)cc1
    69, 15, 72, 16, 3.7*, 19, -17*, 3.8*
COc1ccc(C(=O)c2ccccc2OC)cc1
    106, 82, 79, 93, 103, 96, ·, 92
CCOCC(O)(c1ccc(Cl)cc1)c1ccc(Cl)cc1
    108, 83, 94, 87, 114, 102, 96, 102
N/C(=N\c1nc2ccccc2s1)NC(=O)NCc1cccnc1
    105, 84, 87, 73, 89, 104, 58, 76
COc1ccc(N)cc1Cl
    114, 94, 103, 99, 118, 92, 104, 110
FC(F)(F)c1ccc(-c2nc(-c3nc4ncccc4[nH]3)cc3c2[nH]c2ccccc23)cc1
    98, 89, 102, 88, 106, 94, 79, 101
C[C@]12CC[C@H](O)CC1=CC[C@@H]1[C@@H]2CC[C@]2(C)C(c3cccnc3)=CC[C@@H]12
    34, ·, ·, 53, 71, 28, 26, 20
CCCCOc1ccc(N=Nc2ccc(N)nc2N)cn1
    125, 81, 29, 73, 107, 105, 111, 112
CCOc1cccc2sc(N(Cc3cccnc3)C(=O)C3CCCCC3)nc12
    105, 106, 130, 96, 95, 117, 90, 113
Clc1cccc(N=C2CCCCC2)c1
    108, 88, 104, 104, 101, 110, 103, 120
Cc1ccc(S(=O)(=O)NCCCNc2nccc(-c3cn(C(C)(C)C)nc3-c3ccc(Cl)c(O)c3)n2)cc1
    88, 88, 102, 91, 87, 97, 94, 93
O=S1c2ccccc2Oc2ccccc21
    115, 102, 100, 100, 113, 122, 129, 97
Cc1cccc(OCCCCCl)c1
    95, 92, 94, 103, 92, 108, 106, 100

Continued:
Under each structure – SK-MEL-28, A549/ATCC, UACC-257, UACC-62, M14, SK-MEL-2, SK-MEL-5, MDA-MB-435
C=C(C)[C@@H]1CC[C@]2(C=O)CC[C@]3(C)[C@H](CC[C@@H]4[C@@]5(C)CC[C@H](NC=O)C(C)(C)[C@@H]5CC[C@]43C)[C@@H]12
    111, 102, 108, 96, 104, 126, 97, 102
COc1ccc(-n2cnc3c(oc4ncccc43)c2=O)cc1
    114, 107, 97, 97, 98, 101, 97, 99
CCC(C)c1c(N)n(S(=O)(=O)c2ccc(C)cc2)oc1=O (stereo not given)
    119, 108, 91, 101, 105, 107, 100, 107
Brc1ccc(Nc2nnc(-c3ccco3)o2)cc1
    97, 100, 92, 96, 95, ·, 100, 99
O=C(OCc1ccc(Cl)cc1Cl)OCc1ccc(Cl)cc1Cl
    116, 110, 115, ·, 108, 109, 99, 99
O=C(O)CC(C(=O)O)N1C(=O)/C(=C/c2cccnc2)SC1=S (stereo not given)
    108, 104, 99, 104, 106, 104, 100, 107
COc1ccc(C2C(OC)C(=O)N2c2ccc(OC)cc2)cc1 (stereo not given)
    109, 101, 97, 110, 95, 127, 105, 103
Cc1ccc(NC(=O)c2cccc(C(=O)Nc3ccc(C)cc3C)c2)c(C)c1
    101, ·, ·, 104, 96, 93, 94, 97
C/C(=N\NC(=S)Nc1ccccc1)c1sc(Nc2ccc(C)cc2)nc1C
    103, 104, 118, 87, 104, 106, 99, 96
CCOC(=O)c1c(-c2ccccc2)n(-c2ccc(Br)cc2)c2cccc(O)c12
    104, 88, 101, 60, 89, 100, 78, 92
NC(=O)c1cc(NCc2cc(O)ccc2O)ccc1O
    118, 75, 59, 92, 113, 98, 97, 114
Cc1ccc(C(C)(C)CC(C)(C)CC(C)(C)C)cc1CSSSSCc1cc(C(C)(C)CC(C)(C)CC(C)(C)C)ccc1C
    107, 103, 102, 110, 109, 111, 107, 118
O=c1[nH]c(Cc2ccccc2)c(Br)c(=O)[nH]1
    106, 104, 100, 99, 108, 109, 96, 95
COc1ccc(C2Nc3ccccc3-n3cccc32)cc1 (stereo not given)
    106, 104, 99, 82, 99, 93, 93, 103
COc1ccc(-c2cc(-c3ccccc3)nc(SCCCC(=O)NO)n2)cc1
    19, -2.5*, -3.3*, -66*, -22*, -7.0*, -58*, -3.0*
CC(C)(C)c1ccc2oc(=O)cc(Cn3cc(CSc4nc5ccccc5o4)nn3)c2c1
    115, 104, 101, 97, 111, 112, 93, 106
ClCc1cccc(CSc2ncnc3c2ncn3Cc2cccc(CCl)c2)c1
    27, 89, 42, 6.2*, -72*, ·, 20, 9.6*
O=C1OC(=O)c2c1cccc2[N+](=O)[O-]
    111, 97, 95, 105, 102, 104, 101, 112
CCOC(=O)C1=CSC2=NC3=C(CCCC/C3=C\c3ccccc3)C(c3ccccc3)N12 (stereo not given)
    110, 92, 96, 101, 121, 97, 90, 111
O=S(=O)(NCCNc1nccc(-c2c(-c3cccc(O)c3)nc3sccn23)n1)c1ccc(F)cc1
    43, 52, -0.7*, 17, 27, 42, 40, 29

(continued)
Under each structure – SK-MEL-28, A549/ATCC, UACC-257, UACC-62, M14, SK-MEL-2, SK-MEL-5, MDA-MB-435
CC(Cc1ccccc1)N=C(N)N (stereo not given)
    109, 63, 59, 94, 100, 98, 101, 104
O=C(Nc1ccccc1)n1ncc2cc(Nc3ccnc(Cl)n3)ccc21
    108, 75, 120, 105, 99, 117, 98, 108
CCOC(=O)Nc1cc(F)cc(C(F)(F)F)c1F
    101, 98, 99, 93, 105, 105, 102, 99
Cc1ccc(S(=O)(=O)Nc2ccc3cc([N+](=O)[O-])ccc3c2[N+](=O)[O-])cc1
    115&90, 91&78, 97&82, 69&44, 95&96, 88&100, 86, 92&63
C=CCCCCCCCCC(=O)OCCCC
    110, 105, 106, 122, 100, ·, 104, 105
CCCCCCCCCCCCCCCCNC(=O)Nc1ccc(C)c(NC(=O)NCCCCCCCCCCCCCCCC)c1
    112, 104, 105, 96, 108, 117, 98, 105
CC(=O)Nc1c(Br)cc2c(c1Br)Cc1cc(Br)ccc1-2
    98, 21, 89, 72, 62, 100, 88, 69
Cc1ccnc2c1ccc1c(C)ccnc12
    21, 8.9*, 2.3*, 2.7*, -12*, 27, 18, 32
CC(CCC(=O)O)(c1ccc(O)cc1)c1ccc(O)cc1
    117, 104, 100, 94, 87, 109, 94, 97
Oc1[nH]c2ccccc2c1N=Nc1ccccc1
    105, 98, 96, 90, 110, 111, 96, 102
CCOC(=O)C/C=C/CC(=O)OCC
    106, 94, 85, 98, 100, 109, 100, 103
COc1cc2c(cc1OC)C1=NNC(=O)C1=NC(C)(C)C2
    101, 97, 97, 99, 94, 127, 82, 104
O=CNc1ccccc1
    112, 100, 103, 102, 99, ·, 106, 116
O=C1CC(c2ccc(Cl)cc2)Cc2oc3cc(O)c(O)cc3c21 (stereo not given)
    100, 73, 92, 85, 82, 87, 84, 99
Cc1ccc2c(c1)sc1nc(-c3c[nH]c4ccccc34)c(Nc3ccccc3)n12
    110, 101, 105, 89, 107, 109, 113, 97
CCCCCCN(CCCCCC)CCCCCC
    104, 100, 104, 101, 106, 97, 101, 98
CCCCCCCCCC1=NC(C)(C)CN1CC(C)O (stereo not given)
    100, 99, 101, 98, 98, 123, 94, 106
CCCCCCCCCCCCOC(=O)/C=C\C(=O)NC(N)=O
    99, 82, 85, 82, 94, 51, 100, 85
NC12CC3CC(CC(C3)C1)C2
    113&121&111, 102&120&91, 98&51&98, 107&104&98, 105&106&102, 94&91&95, 118&106&103, 115&100&97
CCCC(=O)Nc1c(I)cc(I)c(CC(CC)C(=O)O)c1I (stereo not given)
    105, 117, 132, 97, 102, 95, 102, 113

(next part)
Under each structure – SK-MEL-28, A549/ATCC, UACC-257, UACC-62, M14, SK-MEL-2, SK-MEL-5, MDA-MB-435
C=CCc1c(C)cc(C)c(C)c1O
    124, 97, 83, 107, ·, 126, 106, 101
O=C1/C(=C/c2ccc(B(O)O)cc2)Oc2ccccc21
    106, 92, 95, 85, 100, 103, 97, 107
CCn1c(SCC(=O)N/N=C/c2ccc(Cl)cc2)nc2c1c(=O)n(C)c(=O)n2C
    107, 101, 101, 98, 100, 105, 101, 101
COC(=O)/C=C1/CC[C@H]2[C@@H]3CCC4=CC(=O)CC[C@]4(C)[C@H]3C(=O)C[C@]12C
    129, 84, 85, 88, ·, 97, 89, 100
C=C(C)CN1C(=O)c2ccccc2C1=O
    106, 103, 99, 98, 100, 111, 101, 106
O=C(O)c1c(Cl)c(Cl)c(Cl)c(Cl)c1C(=O)OCC1CCCO1 (stereo not given)
    106, 121, ·, 108, 100, 101, 105, 114
O=C(CNc1ccc(S(=O)(=O)N2CCCCC2)cc1)N1CCCc2ccccc21
    227, 88, 111, 84, 114, 134, 97, 111
O=C(Cn1c(/C=C/c2cccc([N+](=O)[O-])c2)nc2ccccc2c1=O)Nc1ccccc1
    85, 56, 104, 51, 71, 88, ·, 94
COc1ccc2nc(C)sc2c1
    111, 125, 91, ·, 96, 105, 102, 101
OC1CCN(C2=Nn3c(nnc3-c3cc(C(F)(F)F)cc(C(F)(F)F)c3)SC2)CC1
    113, 88, 92, 84, 120, ·, 92, 105
CC(C(=O)NO)N1C(/N=C/c2ccccc2)=NNC1(C)c1ccccc1O (stereo not given)
    106, 94, 102, 86, 100, 107, 94, 107
O=C(Nc1ccccc1)P(=O)(O)c1ccccc1
    102, ·, 97, 94, 103, 118, 102, 111
O=c1ccn([C@@H]2C=C(CO)[C@@H](O)[C@H]2O)c(=O)[nH]1
    99, 104, 103, 98, 94, 104, 106, 95
Oc1ccc(-c2nnc(Nc3ccc(Br)cc3)o2)cc1
    103, 98, 100, 105, 99, 93, 102, 100
O=C(O)CCN1C(=O)/C(=C/c2ccc(O)cc2O)SC1=S
    102, 102, 96, 93, 100, 122, 100, 99
CCCCCCOC(=O)c1ccccn1
    106, 128, 116, ·, 107, 107, 103, 106
O=C1c2cccc3cccc(c23)C(=O)N1N1C(=O)c2cccc3c(N4CCNCC4)ccc(c23)C1=O
    109, 90, 95, 96, 97, 101, 93, 100
O=C(CN1CCN(c2cc(=O)n(-c3ccccc3)c3ccccc23)CC1)Nc1cccc(C(F)(F)F)c1
    75, 52, 39, 57, 60, 92, 14, 61
CC1=CC(=O)OC(C)(C)O1
    106, 97, 95, 100, 105, 113, 102, 112
Cc1cc2nc3c4ccccc4n(CC(=O)O)c3nc2cc1C
    112, 103, 92, 86, 95, 103, 102, 101
CN(C)c1ccc2c(c1)OC(N)=C(C#N)C2c1ccc2c(c1)CCO2 (stereo not given)
    58, 22, 58, 35, 10, 32, 10, 1.0*
